# Compound activity from PubChem BioAssay.
# TDP1 cell CPT – qHTS for Inhibitors of human tyrosyl-DNA phosphodiesterase 1 (TDP1): qHTS in cells in presence of CPT | chicken DT40 Tdp1-/-;hTDP1 cells + 20 nM CPT, ATP luminescence, 48 h | Potency, µM (top dose mostly 46.2 µM), without a hit: top-dose activity change, negative = growth inhibition, usual class: inhibitors | actives 12% (n = 420,000) | AID 686979, 2013; also: nearly all actives have a fitted effect of over 55% in size
#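 Cell growth measured by CellTiter-Glo luminescence after a minimum 48 h, 37 C compound exposure with 20 nM CPT in Tdp1-knockout DT40 cells stably expressing hTDP1, seeded 400/well; qHTS titration format.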
# DT40 TDP1 no CPT – qHTS for Inhibitors of human tyrosyl-DNA phosphodiesterase 1 (TDP1): qHTS in cells in absence of CPT; actives 15% (n = 420,000); Potency, µM (highest dose often 46.2 µM), for the others: top-dose activity change, negative = growth inhibition, most hits filed as inhibitors; DT40 Tdp1-/- hTDP1 cells, no CPT, ATP luminescence, 48 h; also: nearly all actives have a fitted effect of over 55% in size
#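 Chicken DT40 Tdp1-/- cells stably complemented with human TDP1 were seeded at 400 cells/well with DMSO in place of 20 nM camptothecin. After compound pinning, cells grew at least 48 hr at 37 °C; viability read by CellTiter-Glo luminescence.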
# TDP1 inh – qHTS Assay for Inhibitors of Tyrosyl-DNA Phosphodiesterase (TDP1) | Potency, µM (titrated, usually from 130 µM), inactives show at the top dose activity change, negative = inhibition, usual class: inhibitors | recombinant TDP1, AlphaScreen DNA substrate cleavage | Tyrosyl-DNA phosphodiesterase 1 (Homo sapiens), Q9NUW8 | actives 0.28% (n = 350,000) | AID 485290, 2010; also: nearly all actives have a fitted effect of over 40% in size
# Target sequence (Q9NUW8 whole entry, looked up): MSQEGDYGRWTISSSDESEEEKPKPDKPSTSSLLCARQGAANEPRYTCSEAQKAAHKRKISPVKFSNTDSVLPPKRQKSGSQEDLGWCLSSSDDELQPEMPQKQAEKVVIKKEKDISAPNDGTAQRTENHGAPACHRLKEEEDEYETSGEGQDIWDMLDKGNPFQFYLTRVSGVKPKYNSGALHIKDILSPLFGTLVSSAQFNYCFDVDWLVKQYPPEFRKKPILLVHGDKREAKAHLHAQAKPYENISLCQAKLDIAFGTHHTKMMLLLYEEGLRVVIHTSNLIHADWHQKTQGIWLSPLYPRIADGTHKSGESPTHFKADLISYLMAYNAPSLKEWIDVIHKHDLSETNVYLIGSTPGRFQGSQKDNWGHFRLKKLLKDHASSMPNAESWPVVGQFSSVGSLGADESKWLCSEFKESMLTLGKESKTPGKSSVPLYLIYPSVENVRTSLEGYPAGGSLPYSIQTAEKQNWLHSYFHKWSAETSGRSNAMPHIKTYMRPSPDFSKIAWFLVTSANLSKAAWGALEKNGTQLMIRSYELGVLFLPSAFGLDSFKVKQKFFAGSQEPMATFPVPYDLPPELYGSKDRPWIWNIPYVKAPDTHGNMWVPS
#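 Signal: AlphaScreen proximity between streptavidin donor and anti-FITC acceptor beads on intact substrate. Reaction: Tdp1 1 nM, substrate 15 nM final, 5 min RT after 15 min compound preincubation.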
# Active calls of the source: *; ? = inconclusive; . = no result given; [ ] = remark or other dose. Calls follow the shape of the dose curve; as a rule, active = well fitted curve in the direction sought with a large enough effect; inconclusive = small, poorly fitted or top-dose-only effect, or another doubt; inactive = no such curve, though single readings can be large; an effect the other way counts as inactive or inconclusive. % is scaled to controls: 0 for no effect and ±100 for the full control effect; potency is read from the fitted curve at half-maximal effect.
SMILES | TDP1 cell CPT | DT40 TDP1 no CPT | TDP1 inh
O=C(NC(=S)NNC(=O)c1ccccc1O)c1ccc(F)cc1 | ? | ? | .
O=C1N=C(N2CCOCC2)SC1=Cc1ccco1 | 4% | -19% | .
CCc1ccc(-n2c(Cn3nc(C(F)(F)F)cc3C)n[nH]c2=S)cc1 | -6% | -3% | 7%
COc1ccc(Oc2ccccc2C#N)cc1 | -10% | 0% | -10%
NCCCC(=O)N1c2ccccc2Sc2ccc(Cl)cc21 | ? | 23µM* | .
Cc1cc(C(=O)CSc2nnc(-c3cccc(F)c3)n2N)c(C)n1Cc1ccc2c(c1)OCO2 | 15µM* | 23µM* | 0%
CCON1C(=O)CN(C(=O)OC)C1c1ccc(Cl)cc1Cl (stereo not drawn) | 6% | 7% | -5%
COc1cc2c(cc1OC)CN(C(=O)C1CCN(S(=O)(=O)c3ccccc3F)CC1)CC2 | 17% | -18% | 1%
COC(=O)c1ccccc1NC(=O)c1ccccc1N(C)S(=O)(=O)c1ccccc1 | 26% | -18% | 0%
CC1CCN(c2c(NCC3CCC(C(=O)N4CCCCC4)CC3)c(=O)c2=O)CC1 (stereo not drawn) | 0% | -2% | 4%
COc1ccccc1CCNC(=O)CSc1nc(=O)[nH]c2c1CCC2 | 8% | -8% | .
O=C(COC(=O)c1ccc(OC(F)(F)F)cc1)NCCN1C(=O)CSC1=O | -6% | 0% | -1%
C(=C\n1nnc2ccccc21)/c1ccccn1 | -6% | -25% | -3%
OC[C@H]1O[C@@H](n2cnc3c2NC=NC[C@H]3O)C[C@@H]1O | -13% | -17% | .
O=C(O)c1ccc(OCC(F)(F)F)nc1 | 1% | -13% | -6%
Nc1ccc2c3c(ccc([N+](=O)[O-])c13)CC2 | ? | 7.3µM* | .
CCC(=O)OCc1cc(=O)n2nc(C3CC3)sc2n1 | -18% | -23% | 5%
COc1ccc(OCc2cc(C(=O)NCC3CCCCO3)no2)c(Cl)c1 (stereo not drawn) | ? | -4% | -2%
C[C@@H]1CN([C@@H](C)CO)C(=O)c2cc(C#Cc3cccc(F)c3)cnc2O[C@H]1CN(C)C(=O)C1CCCCC1 | -23% | ? | .
CN(C)C(=O)c1ccc2c(c1[N+](=O)[O-])C(=O)c1ccccc1C2=O | 2.9µM* | 5.8µM* | 0%
COc1cc(C(=O)N2CCC(c3ccncc3)CC2)cc(OC)c1OC | -5% | -24% | -2%
N/C(=N\OC(=O)Oc1ccccc1)c1cccc([N+](=O)[O-])c1 | -6% | 3% | -3%
COc1cc(-c2nnc(COC(=O)CSCC(=O)Nc3cc(C)on3)o2)cc(OC)c1OC | -19% | -13% | 4%
O=C(CNC(=O)c1ccc(Br)cc1)OC1CCOC1=O (stereo not drawn) | 1% | 3% | .
O=C(CCSCCc1ccccn1)Nc1ccccc1C(F)(F)F | -2% | -26% | -1%

# Given with values under each structure: part of the list above.
# Every second line gives: TDP1 cell CPT | DT40 TDP1 no CPT | TDP1 inh
> COc1ccccc1CCNC(=O)CSc1nc(=O)[nH]c2c1CCC2
  8% | -8% | .
> O=C(COC(=O)c1ccc(OC(F)(F)F)cc1)NCCN1C(=O)CSC1=O
  -6% | 0% | -1%
> C(=C\n1nnc2ccccc21)/c1ccccn1
  -6% | -25% | -3%
> OC[C@H]1O[C@@H](n2cnc3c2NC=NC[C@H]3O)C[C@@H]1O
  -13% | -17% | .
> O=C(O)c1ccc(OCC(F)(F)F)nc1
  1% | -13% | -6%
> Nc1ccc2c3c(ccc([N+](=O)[O-])c13)CC2
  ? | 7.3µM* | .

# The listing continues.
SMILES | TDP1 cell CPT | DT40 TDP1 no CPT | TDP1 inh
Fc1cc2[nH]c(=S)[nH]c2c(Br)c1N1CCSCC1 | ? | -23% | .
Cc1nc2sc(C(c3ccco3)N3CCN(c4ccccc4)CC3)c(O)n2n1 (stereo not drawn) | ? | -28% | 2%
O=C(NCCc1ccc(Cl)cc1)c1ccc2c(c1)N(Cc1ccccc1)CCS2 | 16µM* | ? | -4%
Cc1c(OC(C)C(=O)NCc2ccccn2)ccc2c3c(c(=O)oc12)CCC3 (stereo not drawn) | ? | ? | 1%
Cc1ccccc1NC(=O)NCCCCc1ccccc1 | ? | ? | 2%
O=C(CNC(=O)c1cccs1)Nc1ccncc1 | -30% | -17% | .
C/C(=N/Oc1nc(C)cc(C)n1)c1ccccc1 | -2% | 5% | 4%
CCOc1ccc(Br)cc1S(=O)(=O)Nc1ccc(N2CCOCC2)cc1 | ? | ? | 3%
OC(c1ccccc1)C(O)c1ccccc1 (stereo not drawn) | 0% | 2% | .
C=C(C)Cn1c(CCNC(=O)C(C)(C)C)nc2ccccc21 | -8% | 4% | -1%
COc1ccc2c(c1)C(=NO)c1cc(OC)ccc1-2 | ? | ? | 5%
COc1cccc(CC2CC(=O)N(CCc3ccc4c(c3)OCO4)C2=O)c1 (stereo not drawn) | -20% | ? | 4%
Cc1cc(/C=N/O)c(C)n1-c1ccccc1 | 21% | ? | 4%
O=C(Nc1ccc2nc(SCC(=O)N3CCCC3)sc2c1)c1ccc(F)cc1 | -4% | -19% | -4%
O=C(Nc1nccs1)c1ccccc1N=Cc1ccccc1 | 8% | 4% | -2%
CN(C(=O)c1ccc(NC(=O)Cc2cccc(NC(=O)C3CCN(C(=O)C4CCCCC4)CC3)c2)cc1)C1CC1 | 7% | ? | .
OCC1(Cc2ccc(F)cc2)CCCN(Cc2ccc(F)cc2Cl)C1 (stereo not drawn) | -23% | 26µM* | -10%
O=C(CCC(=O)NC1CCCCCC1)Nc1nnc(C(F)(F)F)s1 | -8% | -13% | -1%
O=C(Nc1ccn(-c2ccccc2)n1)c1ccccc1Br | ? | ? | 0%
COc1ccccc1NC(=O)C1CCCN(S(=O)(=O)c2c(C)noc2C)C1 (stereo not drawn) | 1% | -2% | 2%
O=C(NC(=Nc1nc2ccccc2o1)NC(=O)c1ccccc1)c1ccccc1 | 29% | ? | 6%
COc1cc(CNc2ccc(NC(C)=O)cc2)ccc1OCc1ccccc1C | -19% | -9% | -3%
CCN1CCc2c(sc(NC(=O)Cc3ccccc3)c2C(N)=O)C1 | 1% | -28% | .
COc1ccc(Cl)cc1NC(=O)Cn1nc(C(F)(F)F)c2c1CCC2 | ? | ? | 3%
CCn1c(=O)n(CC(=O)NCc2ccccc2OC)c(=O)c2ccccc21 | 13% | -4% | 0%
Cc1ccnc(SCC(=O)N2CCc3ccccc3C2)n1 | 7% | -15% | 8%
CC(=O)NCCC(=O)Nc1cc(S(=O)(=O)N2CCOCC2)ccc1Oc1ccc(F)cc1 | 9% | 1% | -16%
CCc1ccc(C2NC(=O)c3[nH]nc(-c4cccc(OC)c4)c32)cc1 (stereo not drawn) | ? | ? | 5%
COc1ccc(/C=C2\SC(=S)N(CC(=O)NNC(=O)c3ccncc3)C2=O)cc1 | 2% | -2% | -2%
CC(C)N(C(=O)[C@H]1C[C@H](CC(=O)NCC23CC4CC(CC(C4)C2)C3)C(=O)N2CCc3c([nH]c4ccc(Cl)cc34)[C@]12C)C(C)C | 18µM* | 13µM* | 1%[56.1 µM]
CN1CCN(NC(=O)c2cc(-c3ccc(Br)s3)nc3ccccc23)CC1 | ? | 7.3µM* | 9%
C/C(=N\Nc1ccc([N+](=O)[O-])cc1)c1ccco1 | 1% | 4% | -3%
O=C(Nc1cccn(Cc2cccc(F)c2)c1=O)NC1CCCCC1 | 12% | 0% | 0%
CCCNc1c(NC(=O)c2ccc(OCCC)cc2)c(=O)oc2ccccc12 | ? | ? | 0%
O=C(Nc1nnc([C@H]2C[C@H](O)[C@@H](CO)O2)s1)Nc1cccc(Cl)c1Cl | -22% | -15% | .
CCc1ccc2nc(NC(=O)CSCc3c(C)noc3C)sc2c1 | -19% | -10% | -3%[56.1 µM]
CNC(=S)NCCc1c[nH]c2ccc(OC)cc12 | -4% | -1% | 3%
Cc1ncc(CO)c(/C=N/NC(=S)Nc2ccc(C(C)C)cc2)c1O | 15µM* | 21µM* | .
O=C(N/C=C\n1cnc2cc(C(F)(F)F)ccc21)c1ccc([N+](=O)[O-])cc1 | -3% | -23% | 0%
COc1ccccc1N(Cc1cc(=O)[nH]c2ccccc12)C(=O)c1cccc([N+](=O)[O-])c1 | 21µM* | ? | 2%
Cc1cccc(-c2ccc3[nH]c4c(c3c2)CCN2C[C@@H]([C@H](C)O)[C@@H](N(C)C(=O)NC3CCCCC3)C[C@@H]42)c1 | 13µM* | ? | .
O=C(C(=O)N1CCCc2ccccc21)N1CCCc2ccccc21 | 7% | ? | -6%
O=C(CN1C(=O)NC2(CCCCCCC2)C1=O)N1CCc2ccccc2C1 | -23% | ? | 7%
CC(=O)NNc1cc(=O)c2c(=O)n(C)c(=O)n(C)c2[nH]1 | -2% | -2% | 3%
Cc1cc(Br)cc2c(C(=O)Nc3c(C)n(C)n(-c4ccccc4)c3=O)cc(-c3cccs3)nc12 | 23µM* | 16µM* | -11%
COC(=O)c1csc(-c2ccc(CO)o2)n1 | -9% | -13% | .
CCN(CC)C(=O)[C@H]1C[C@H](CC(=O)NCCN2CCOCC2)C(=O)N2CCc3c([nH]c4cc(CCC(=O)N(C)C)ccc34)[C@]12C | 0% | -6% | 1%[56.1 µM]
S=C1NC(c2ccccc2)=NCN1c1ccc(Cl)cc1 | -8% | -20% | 2%
COc1ccccc1NC(=O)CSc1nnnn1-c1ccccc1OC | -16% | -10% | 3%
NS(=O)(=O)c1cccc(NC(=O)COC(=O)/C(=C/c2cccs2)c2cccs2)c1 | ? | 23µM* | 8%

# 7 neighbouring entries out of the list so far, for reference:
SMILES | TDP1 cell CPT | DT40 TDP1 no CPT | TDP1 inh
Cc1ccnc(SCC(=O)N2CCc3ccccc3C2)n1 | 7% | -15% | 8%
CC(=O)NCCC(=O)Nc1cc(S(=O)(=O)N2CCOCC2)ccc1Oc1ccc(F)cc1 | 9% | 1% | -16%
CCc1ccc(C2NC(=O)c3[nH]nc(-c4cccc(OC)c4)c32)cc1 (stereo not drawn) | ? | ? | 5%
COc1ccc(/C=C2\SC(=S)N(CC(=O)NNC(=O)c3ccncc3)C2=O)cc1 | 2% | -2% | -2%
CC(C)N(C(=O)[C@H]1C[C@H](CC(=O)NCC23CC4CC(CC(C4)C2)C3)C(=O)N2CCc3c([nH]c4ccc(Cl)cc34)[C@]12C)C(C)C | 18µM* | 13µM* | 1%[56.1 µM]
CN1CCN(NC(=O)c2cc(-c3ccc(Br)s3)nc3ccccc23)CC1 | ? | 7.3µM* | 9%
C/C(=N\Nc1ccc([N+](=O)[O-])cc1)c1ccco1 | 1% | 4% | -3%

# The list continues.
SMILES | TDP1 cell CPT | DT40 TDP1 no CPT | TDP1 inh
COc1cc(NS(=O)(=O)c2ccc(NC(C)=O)cc2)cc(OC)c1 | 15µM* | 8.2µM* | 4%
Cc1cccc(/C=C2/Sc3ccc(C(=O)N4CCOCC4)cc3NC2=O)c1 | ? | ? | 2%
Cc1ccn2cc(CSc3ccccc3)nc2c1 | ? | ? | 4%
O=C(Cn1ccc2cc(S(=O)(=O)N3CCCC3)ccc21)NCc1ccc(Cl)cc1 | ? | -27% | 3%
COCCNC(=O)c1cn(CCOC)c(=O)c2c1c1ccccc1n2C | 12% | 5% | .
COc1cc(C(=O)NCCC(=O)NCCc2ccc(Cl)cc2)cc(OC)c1OC | -24% | ? | 0%
CC1CCN(C(=O)c2scc3c2OCCO3)CC1 | -10% | -23% | 0%
Cc1nc(S/C(C(=O)O)=C2/C(=O)Nc3ccccc32)n[nH]1 | -29% | ? | 6%
O=C(CN1CCN(Cc2ccc(Cl)cc2)CC1)N/N=C/c1ccccc1F | ? | ? | 7%
COc1ccc(CNC(=O)CN2C(=O)c3ccccc3S2(=O)=O)cc1 | 0% | -24% | .
O=C(O)CCNc1cc(N2CCN(C(=O)c3ccco3)CC2)c2noc3c2c1C(=O)c1ccccc1-3 | -2% | -26% | 0%
CCC1=NC(c2ccccc2OC)N(O)C1(C)C (stereo not drawn) | -16% | -12% | 2%
COc1ccccc1NC(=O)CSc1c2c(nc3ccccc13)CCC2 | ? | ? | -1%
CN(c1ccccc1)S(=O)(=O)c1ccc(C(=O)Nc2nnc(C3CC3)o2)cc1 | 2% | 7% | 8%
O=C(CCl)N1c2ccccc2Oc2ccc3ccccc3c21 | 5.2µM* | 1.5µM* | .
O=C(N/N=C/c1ccc(OC(=O)c2ccccc2)cc1)c1cccnc1 | -14% | -28% | .
Fc1ccc(N/N=C/c2cccnc2)c(F)c1 | -18% | 6% | 7%
COc1ccccc1CNC(=O)CNC(=O)c1cn(-c2ccccc2OC)c(=O)c2ccccc12 | 4% | -19% | 3%
O=C(COC(=O)c1cc(S(=O)(=O)N2CCCC2)ccc1O)Nc1ccc(S(=O)(=O)N2CCOCC2)cc1 | -5% | 9% | 5%
